# GSK3A inh – blocks human GSK-3 alpha kinase; 320,000 tested, 0.1% active; inhibition, % at 10 µM; ADP-Glo luminescence, 60 min;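 in the data active = inhibition above about 50%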;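 also: GST-tagged GSK-3 alpha with peptide substrate and 25 µM ATP; 0% = DMSO neutral wells and 100% = GW8510 positive control wells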
# Target sequence (P49840 whole entry, looked up): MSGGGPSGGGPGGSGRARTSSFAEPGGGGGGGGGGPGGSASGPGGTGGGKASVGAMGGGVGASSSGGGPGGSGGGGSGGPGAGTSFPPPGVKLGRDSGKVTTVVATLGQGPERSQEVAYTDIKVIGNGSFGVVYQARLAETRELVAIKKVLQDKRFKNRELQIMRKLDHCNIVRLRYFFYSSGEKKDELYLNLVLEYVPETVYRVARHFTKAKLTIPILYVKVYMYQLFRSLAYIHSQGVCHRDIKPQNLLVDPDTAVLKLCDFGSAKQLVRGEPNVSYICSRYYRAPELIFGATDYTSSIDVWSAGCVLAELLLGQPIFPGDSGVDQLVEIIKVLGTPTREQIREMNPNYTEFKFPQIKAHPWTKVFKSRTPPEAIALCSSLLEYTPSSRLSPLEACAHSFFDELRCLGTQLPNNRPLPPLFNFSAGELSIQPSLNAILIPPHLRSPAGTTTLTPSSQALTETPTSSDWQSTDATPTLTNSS
# * = called active by the depositor. Some of the compounds tested. The share of hits here may be higher or lower than overall.
SMILES,GSK3A inh
COc1cccc(CN(C)C(=O)c2cccc(NC(=O)CC3SC(N4CCCCC4)=NC3=O)c2)c1OC (stereo not drawn),-6.1
Cc1ccc(Oc2ccc(OCC(=O)Nc3ccncc3)cc2)cc1,1.6
COc1cc(CCCN2CCNC[C@H]2Cc2cccc3ccccc23)cc(OC)c1OC,-0.1
CC1(C2CC2)NC(=O)N(CC(=O)Nc2ccc(SC(F)F)cc2)C1=O (stereo not drawn),-0.9
CC(=O)c1ccc(S(=O)(=O)N2CCN(c3nc(-c4cccnc4)nc4ccccc34)CC2)cc1,10.2
CC(Sc1nnc(C2CC2)n1C1CC1)C(=O)c1ccc(F)cc1 (stereo not drawn),-0.5
CCC(=O)N1N=C(c2ccc(NS(=O)(=O)c3ccccc3)cc2)CC1c1ccco1 (stereo not drawn),-1.3
COc1ccc(O)c(C(=O)c2cnn(C(=O)c3ccc(C)cc3)c2)c1,-3.4
Cc1cc(C)c(OCC(=O)OCC(=O)NNC(=O)c2ccccc2F)c(C)c1,-1.5
COc1ccc(CCC(=O)N2CCN(S(=O)(=O)c3cccc(Cl)c3)CC2)cc1,0.0
COc1ccc(NC(=O)CSc2ncccn2)cc1S(=O)(=O)N1CCCCC1,-2.5
O=C(COc1ccccc1F)NCC(c1ccc(F)cc1)N1CCOCC1 (stereo not drawn),18.3
CCOC(=O)[C@H]1[C@H]2COc3ccc(Br)cc3[C@@H]2N2C(=O)CN(Cc3ccco3)C(=O)[C@@]12C,-0.9
Cc1ccc(S(=O)(=O)N2[C@@H](c3cccc(C)c3)C(C(=O)O)=C[C@H]2C(C)(C)C)cc1,-2.6
C=C[C@@H]1c2cccc(C)c2N(S(=O)(=O)c2ccc(C)cc2)[C@H](c2ccccc2)C1(C#N)S(=O)(=O)c1ccccc1 (stereo partly drawn),0.0
O=C(O)/C(=C\c1ccc(Cl)c([N+](=O)[O-])c1)c1ccc(S(=O)(=O)N2CCCC2)s1,2.4
Cc1cc(C)n(-c2ccc(C(=O)OCC(=O)Nc3cc(S(C)(=O)=O)ccc3Cl)cc2)n1,0.3
Cc1cccc(N2C(=O)N3[C@H]4c5ccccc5OC[C@@H]4[C@@H](c4ccccc4)[C@@]3(C)C2=O)c1,1.6
CCCNC(=O)C(Cc1ccc(OC)cc1)NC(=O)c1ccc(C#N)cc1 (stereo not drawn),-12.0
Cc1cccnc1NC(=O)c1cccc(NC(=O)CC2SC(N3CCCCC3)=NC2=O)c1 (stereo not drawn),8.5
CC(C)(C)OC(=O)NCc1ccc(CNC(=O)c2nc[nH]c2C(=O)N2CCc3ccccc3C2)cc1,-2.7
Cc1ccc(S(=O)(=O)NCCC(=O)NNC(=O)COc2ccccc2Cl)cc1C,-8.9
Cc1cccc(NC(=O)CN2CCN(C(=O)c3c(C)nn(Cc4ccccc4)c3C)CC2)c1C,1.9
COc1cc(N)c(Cl)cc1C(=O)OCC(=O)NCC1CCCO1 (stereo not drawn),-4.1
O=C(OCC(=O)N1CCCCCC1)c1cccc(Cl)c1,-0.5

# (more compounds)
SMILES,GSK3A inh
N#Cc1ccc(OCC(=O)N2CCN(S(=O)(=O)c3cccc(Cl)c3)CC2)cc1,-3.3
COc1ccc(CCNC(=O)COC(=O)c2cc3ccccc3oc2=O)cc1OC,-1.6
CCNc1ccc(C(=O)OCC(=O)Nc2cc(C)on2)cc1[N+](=O)[O-],-4.2
N#Cc1cccc(NC(=O)CSc2nnc(C3CC3)n2C2CC2)c1,0.9
COc1ccc(S(=O)(=O)Nc2cc(C)on2)cc1NC(C)=O,4.2
O=C(COC(=O)/C=C/c1ccco1)Nc1cc(S(=O)(=O)N2CCOCC2)ccc1Cl,-0.9
O=C(COC(=O)CNC(=O)C1CCCCC1)Nc1cc(C(F)(F)F)ccc1Cl,-5.1
CC(C)NC(=O)[C@]1(C)CCC[C@@]2(C)C3CC[C@@]4(C)C[C@]3(CCC21)CC4=O (stereo partly drawn),8.3
Cc1cc(C)n(-c2ccc(C(=O)N3CCN(c4ccccn4)CC3)cc2)n1,-4.9
COc1ccc(NC(=O)Nc2ccc3c(c2)C(=O)N([C@H](C)CO)C[C@H](C)[C@@H](CN(C)S(=O)(=O)c2cccs2)O3)cc1,-1.8
O=C(COC(=O)c1ccccc1OCc1ccc(Cl)cc1)NCC1CCCO1 (stereo not drawn),1.3
CCC(C)N(C(=O)COC(=O)CSc1ccc(C)c(C)c1)C1CCS(=O)(=O)C1 (stereo not drawn),-1.7
Cc1cc(OCCCC(=O)NCCc2nnc3ccccn23)ccc1Cl,-0.4
CCN(CC(=O)NC1CCS(=O)(=O)C1)C(C)C(=O)Nc1ccc(F)cc1 (stereo not drawn),-3.2
CN(C(=O)c1cccc(NC(=O)C2CCN(C(=O)OC(C)(C)C)CC2)c1)C1CCC1,-2.3
CCCCc1nnc(NC(=O)CCN2C(=O)C3CC=CCC3C2=O)s1 (stereo not drawn),1.2
c1ccc(-c2nc(SCc3nc4ccccc4[nH]3)c3oc4ccccc4c3n2)cc1,-1.1
NCCC(=O)NCCc1cnc[nH]1,1.7
CC(C)CCCN1C(N(C)C)=NC[C@@H]1C,-2.3
Cc1ccc(OCCCC(=O)Nc2ccc(S(=O)(=O)N3CCOCC3)cc2)cc1,-1.9
CN(C)CCCNC(=O)c1ccc(-c2cc(O)c3ncccc3c2)cc1,-0.8
Cn1c(C=O)c(-c2ccc3cc[nH]c3c2)c2ccccc21,2.1
O=C(CCNC(=O)c1ccc(Br)cc1)NCCCN1CCCC1=O,-0.2
CCOc1ccc(NC(=O)CC(NC(C)=O)c2ccccc2)cc1S(=O)(=O)N1CCCC1 (stereo not drawn),-1.9
Cc1ccccc1CN1CCN(c2ccc(S(=O)(=O)N3CCCC3)cn2)CC1,-3.8

# The list goes on.
SMILES,GSK3A inh
COc1ccccc1-c1sc2ccccc2c1-c1ccc(Br)nc1,-1.6
O=C(c1ccc(=O)[nH]n1)N1CCN(S(=O)(=O)c2ccc(C(F)(F)F)cc2)CC1,4.3
COc1ccc(S[C@@H](CCN2CC[C@H](O)CCC2=O)c2ccccc2)cc1,2.7
CN(c1ccccc1)S(=O)(=O)c1ccc(C(=O)N2CCCC2)cc1,-4.3
O=C(Cc1coc2cc(O)ccc12)NNC(=O)c1cccs1,0.1
CC(NC(=O)COC(=O)c1c[nH]c2ccccc12)c1ccccc1 (stereo not drawn),0.1
O=C(c1ccc2c(c1)OCCO2)N1CCN(S(=O)(=O)c2c(F)cccc2F)CC1,-3.1
O=C(OCC(=O)N1CCOCC1)c1ccc2ccccc2c1,-0.5
C[C@H](CO)N1C[C@H](C)[C@@H](CN(C)C(=O)Nc2ccccc2)Oc2ccc(NC(=O)C3CCCCC3)cc2C1=O,4.0
CCC(=O)OCC(=O)[C@@]1(OC(=O)CC)[C@@H](C)C[C@H]2[C@@H]3CCC4=CC(=O)C=C[C@]4(C)[C@@]3(Cl)[C@@H](O)C[C@@]21C,-4.5
CCN(CC)S(=O)(=O)c1ccc(N2CC(C(=O)NC3(C)CCS(=O)(=O)C3)CC2=O)cc1 (stereo not drawn),-3.6
CC(Oc1cccc(F)c1)C(=O)Nc1ccc(N2CCOCC2)cc1 (stereo not drawn),-2.8
CC[C@H](C)C(=O)N[C@H]1CCCN1C(=O)/C=C/c1ccccc1,-0.4
CCC1CCc2sc(C(=O)NCC3CCCO3)cc2C1 (stereo not drawn),-0.6
CN1C(=O)C(=O)N(CC(=O)Nc2ccccc2OC(F)F)C1=O,1.6
CN1CCN(C2CCN(c3ccc(Nc4nnc(Cl)c(Nc5ccccc5S(C)(=O)=O)n4)c(OC(CF)CF)c3)CC2)CC1,-1.3
CC(CCc1ccccc1)NC(=O)COC(=O)C(CCC(N)=O)NC(=O)c1ccc(F)cc1 (stereo not drawn),-0.9
COC(=O)c1ccccc1NC(=O)CN1C(=O)NC2(CCCCCCC2)C1=O,22.6
CCOc1ccc(OCCC(=O)OCC(=O)NC2CCCC2)cc1,0.3
CCOc1cc(C(=O)NCc2ccccc2)ccc1OCC(=O)N1CCCCC1,5.3
CN(CC(=O)Nc1ccc(Cl)cc1)CC(=O)Nc1cccc2ccccc12,-1.9
COc1ccc(OCCOC(=O)C(C)NS(=O)(=O)c2ccc(NC(C)=O)cc2)cc1 (stereo not drawn),-5.5
Cc1cc(C)n2nc(C(=O)OCC(=O)c3ccccc3Cl)nc2n1,4.3
CCCn1c(N)c(C(=O)CSc2nnc(N)s2)c(=O)[nH]c1=O,9.9
O=C(COC(=O)c1ccc(C(F)(F)F)cc1)Nc1cccc(S(=O)(=O)N2CCCCC2)c1,20.3

# (further entries)
SMILES,GSK3A inh
O=C(Nc1ncn[nH]1)c1cccc(F)c1,-6.1
Cc1ccc(S(=O)(=O)Nc2ccc3c(c2)CC(=O)N([C@H](C)CO)C[C@@H](C)[C@H](CN(C)S(=O)(=O)c2ccccc2)O3)cc1,-1.4
C=CCC[C@@H](Cc1ccc(F)cc1)C(=O)OCCNC(=O)[C@H](CC=C)CC(=O)NCCO,0.7
CCN(C(=O)COC(=O)CNC(=O)c1ccc(C)cc1)c1c(N)n(Cc2ccccc2)c(=O)[nH]c1=O,3.4
C=CCC[C@H](Cc1ccc(F)cc1)C(=O)OC[C@@H](Cc1c[nH]c2ccccc12)NC(=O)[C@H](CC=C)CC(=O)N[C@H](CO)Cc1ccccc1,-1.5
Cc1ccc(S(=O)(=O)N2CCOCC2)cc1C(=O)OCC(=O)NC1CCCC1,1.3
CCn1c(SCC(=O)c2c(N)n(C3CC3)c(=O)[nH]c2=O)nc2cc(S(N)(=O)=O)ccc21,-0.6
COc1ccc(NC(=O)COC(=O)C2CCN(S(=O)(=O)c3cccs3)CC2)cc1OC,-3.5
COc1ccc(CC(=O)N(C)CC(=O)Nc2ccc(F)cc2)cc1S(=O)(=O)N1CCOCC1,-4.9
CC(=O)C[C@@H](O)CC(=O)[C@@H]1OC(=O)[C@@H](C)C/C=C\Cc2ccccc21,-1.1
COc1ccc(S(=O)(=O)N2CCOCC2)cc1NC(=O)COC(=O)c1ccc([N+](=O)[O-])s1,-0.7
O=C(COC(=O)C1CC2C=CC1C2)Nc1c(Br)cc([N+](=O)[O-])cc1Br (stereo not drawn),-5.0
CCOc1cc(N2CCOCC2)c(OCC)cc1NC(=O)c1[nH]c(C)c(C(C)=O)c1C,-0.1
COc1ccc([C@@H]2CC=C(C(=O)O)[C@H](c3ccc(F)cc3)N2S(=O)(=O)c2ccc(C)cc2)cc1OC,-2.6
CC(C)(C)C(=O)CSc1ccc(S(=O)(=O)N2CCCC2)cn1,2.3
COc1cccc(NC(=O)CN(C)C(=O)C2CC3C=CC2C3)c1 (stereo not drawn),0.1
COc1cccc(/C=C/C(=O)OCC(=O)N(C)CC(=O)Nc2ccccc2Cl)c1OC,-4.4
CC(C)CN(C(=O)CCNC(=O)c1ccccc1Cl)C1CCS(=O)(=O)C1 (stereo not drawn),-1.2
CC1CCC(NC(=O)COC(=O)c2ccco2)CC1 (stereo not drawn),17.8
COc1ccc(CCNC(=O)COC(=O)Cc2c[nH]c3ccccc23)cc1OC,-2.7
Cc1ccc(CNC(=O)COC(=O)C2CCC2)cc1,-0.5
CC(=O)c1sc(NC(=O)CN2C(=O)C3CCCCC3C2=O)nc1-c1ccccc1 (stereo not drawn),45.3
O=C(O)Cc1sc(Nc2cccc3ccccc23)nc1-c1ccccc1,3.2
COc1ccc(S(=O)(=O)N2CCOCC2)cc1NC(=O)CC1CCCC1,-2.9
N#Cc1ccc(OCC(=O)N2CCN(c3ccc(C(F)(F)F)cn3)CC2)cc1,5.9

# 7 entries from above, sorted by molecular weight, ascending.
SMILES,GSK3A inh
O=C(Nc1ncn[nH]1)c1cccc(F)c1,-6.1
Cc1ccc(S(=O)(=O)N2CCOCC2)cc1C(=O)OCC(=O)NC1CCCC1,1.3
CCOc1cc(N2CCOCC2)c(OCC)cc1NC(=O)c1[nH]c(C)c(C(C)=O)c1C,-0.1
COc1cccc(/C=C/C(=O)OCC(=O)N(C)CC(=O)Nc2ccccc2Cl)c1OC,-4.4
CCN(C(=O)COC(=O)CNC(=O)c1ccc(C)cc1)c1c(N)n(Cc2ccccc2)c(=O)[nH]c1=O,3.4
COc1ccc([C@@H]2CC=C(C(=O)O)[C@H](c3ccc(F)cc3)N2S(=O)(=O)c2ccc(C)cc2)cc1OC,-2.6
Cc1ccc(S(=O)(=O)Nc2ccc3c(c2)CC(=O)N([C@H](C)CO)C[C@@H](C)[C@H](CN(C)S(=O)(=O)c2ccccc2)O3)cc1,-1.4

# Next compounds.
SMILES,GSK3A inh
N#Cc1ccc(NC(=S)NC(=O)C2CCCCC2)cc1,2.7
CCS(=O)c1ccccc1C(=O)OCC(=O)N1CCC(c2ccccc2)=N1 (stereo not drawn),-5.2
Cc1c(NC(=O)COC(=O)c2ccc(Cl)nc2)c(=O)n(-c2ccccc2)n1C,-1.3
COc1c2c(cc3oc(CO[C@@H]4O[C@H](CO)[C@@H](O)[C@H](O)[C@H]4O)cc(=O)c13)O[C@H](C(C)(C)O)C2,1.4
COc1cc(C#Cc2c(-c3cncn3C)n(C)c3ccc(-c4ccc(OC)nc4)cc23)cc(OC)c1,5.9
CSc1nnc(SCC(=O)Nc2ccc3[nH]c(=O)[nH]c3c2)s1,-1.2
CNC[C@H]1Oc2c(NC(=O)C3CC3)cccc2C(=O)N([C@H](C)CO)C[C@@H]1C,-2.4
C=CCC[C@H](Cc1ccc(F)cc1)C(=O)OC[C@@H](NC(=O)[C@@H](CC=C)CC(=O)N[C@@H](CO)Cc1ccccc1)C(C)(C)C,-1.7
CCC(COC)Oc1cc(NCc2ccccc2)c2ncn(C(C)C)c2c1 (stereo not drawn),-1.0
COCCN(C(=O)CSCC(=O)Nc1ccc(C)cc1)c1c(N)n(CC(C)C)c(=O)[nH]c1=O,-2.1
CN(C)S(=O)(=O)c1cccc(NC(=O)CCc2nc3sc4c(c3c(=O)[nH]2)CCCC4)c1,0.0
COc1cc(C(=O)NNC(=O)c2nn(C)c(=O)c3ccccc23)cc(OC)c1OC,-2.7
O=C(Cc1cccs1)NNC(=O)c1ccccc1Cl,0.4
CCCCc1cc2ccccc2c(OCCN(C)C)n1,-1.0

# Two compounds picked at random from the list so far:
SMILES,GSK3A inh
CNC[C@H]1Oc2c(NC(=O)C3CC3)cccc2C(=O)N([C@H](C)CO)C[C@@H]1C,-2.4
O=C(Cc1cccs1)NNC(=O)c1ccccc1Cl,0.4
